Screening results as filed in PubChem.
XiGFP reactiv: activators of X-chromosome reactivation in mouse fibroblasts; XiGFP mouse fibroblasts, % GFP-positive cells imaging, 3 d; cells co-treated with 5-aza-dC sensitizer; scaled so ellipticine positive control = 100%; activation, % at 7.58 µM; 360,000 compounds, 0.055% hits; AID 743238;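 active = mean normalized replicate activation at least 10% and every replicate at or above 10%; inconclusive = only one of the two criteria met; inactive = mean below 10% and not all replicates reach 10%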;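 note: 0% = median of on-plate neutral control wells and 100% = ellipticine 6 µM median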
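Material: SV40-immortalized XiGFP fibroblast cells, line 68-5-11 | Buffer or medium: DMEM containing 5-aza-dC | Dosing: One concentration, pinned | Times: 3 d treatment, 15 min room-temperature fixation | Controls: Ellipticine 6 µM positive control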
EWS-Fli block: EWS/Fli transcriptional activity inhibition; A673 NR0B1-luciferase reporter, viability-normalised; inhibition, % at 12.6 µM; 350,000 compounds, 0.67% hits; AID 651661;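 active = mean inhibition of at least 50% after viability correction, with every replicate also passing that limit; inconclusive = mean reaches 50% but only one of two replicates passes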;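 note: firefly luciferase signal divided by Alamar Blue viability fluorescence both relative to DMSO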
RAD54 inh: blocks human RAD54 Holliday junction branch migration | Q92698 | FAM/BHQ fluorescence | inhibition, % at 10.4 µM | 360,000 compounds, 0.14% hits | AID 602329;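 active = mean normalized replicate activity at least 40 and at least half of replicates scoring 40 or more; inconclusive = only one of the two criteria met; inactive = mean below 40 and under half of replicates reaching 40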;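 note: 0% = median of neutral control wells and 100% = median of positive control wells; inhibitors cause a drop in the FAM fluorescence signal; in these data hits start at about 50%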
S100A4 MyoIIA: inhibitors of human S100A4 binding to myosin IIA peptide | S100A4/TAMRA-MyoIIA peptide fluorescence polarization | inhibition, % at 10.7 µM | 360,000 compounds, 0.14% hits | AID 652163;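 active = mean inhibition of at least 70% across replicates, with every replicate also reaching that level; inconclusive = mean inhibition reaches 70% but some replicates fall short; inactive = mean inhibition below 70%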
Target sequence (P26447 whole entry, looked up): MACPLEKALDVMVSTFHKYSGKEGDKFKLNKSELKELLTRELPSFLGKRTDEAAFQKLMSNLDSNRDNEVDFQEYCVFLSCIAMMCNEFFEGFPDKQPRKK
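Test system: S100A4 monomer protein. Medium: HEPES buffer with Ca2+, pH 7.2. Reagent: fluorescent myosin IIA peptide, 5 nM. Compound dosing: single-point compound testing. Timing: 5 min between mix addition and reading. Benchmarks: DMSO neutral and TFP positive wells.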
FN deposition inh: fibronectin deposition inhibition; AH1F fibroblasts, Alexa488-fibronectin deposition fluorescence, overnight; inhibition, % at 12.6 µM; 350,000 compounds, 0.086% hits;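 active = mean inhibition across replicates of 30% or more, regardless of how many single replicates reach that level; inconclusive = mean under 30% yet at least half of replicates reach 30%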;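 note: positive control wells lacked labelled fibronectin entirely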
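Schedule: 1 h cell adhesion before compound, then overnight fibronectin incubation; test system: AH1F fibroblast monolayer depositing Alexa488-labelled fibronectin into matrix; quantity: 10000 AH1F cells per well; probe or stimulus: fluorescent fibronectin at 24 nM final; signal: fluorescence, ex 485 nm, em 525 nm; evaluation: percent inhibition as loss of matrix-bound fibronectin fluorescence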
E-sel inducer: induces E-selectin expression in human endothelial cells. P16581. HUVEC E-selectin immunofluorescence imaging; normalized: neutral wells 0, TNF-alpha wells 100. 260,000 compounds, 0.37% hits. activation, % at 7.58 µM;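 active = mean E-selectin-positive cell signal at least 10% of the positive control, reached in at least 60% of replicates, without over 20% cell loss; inconclusive = no rule given, readout overlaps actives, possibly toxicity-flagged; inactive = the rest, including those meeting only one limit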;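 note: in these data hits start at about 27%; measured in HUVEC primary endothelial cells; signal is the percent of cells scored E-selectin positive by PE staining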
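material = human umbilical vein endothelial cells (HUVEC), E-selectin induction | quantity = 3,000 cells/well | medium = EGM-2 growth medium on 0.1% gelatin-coated wells | technique = immunofluorescence imaging | read-out basis = % PE-positive cells | control set = TNF-alpha positive control, DMSO neutral control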
RAD52 inh: inhibitors of human RAD52 DNA annealing; recombinant RAD52 DNA annealing, FRET fluorescence; inhibition, % at 18.7 µM; 360,000 compounds, 0.46% hits; AID 651710;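 active = every replicate showing at least 50% inhibition; inconclusive = mean inhibition at least 50% but not in every replicate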
Target sequence (P43351 whole entry, looked up): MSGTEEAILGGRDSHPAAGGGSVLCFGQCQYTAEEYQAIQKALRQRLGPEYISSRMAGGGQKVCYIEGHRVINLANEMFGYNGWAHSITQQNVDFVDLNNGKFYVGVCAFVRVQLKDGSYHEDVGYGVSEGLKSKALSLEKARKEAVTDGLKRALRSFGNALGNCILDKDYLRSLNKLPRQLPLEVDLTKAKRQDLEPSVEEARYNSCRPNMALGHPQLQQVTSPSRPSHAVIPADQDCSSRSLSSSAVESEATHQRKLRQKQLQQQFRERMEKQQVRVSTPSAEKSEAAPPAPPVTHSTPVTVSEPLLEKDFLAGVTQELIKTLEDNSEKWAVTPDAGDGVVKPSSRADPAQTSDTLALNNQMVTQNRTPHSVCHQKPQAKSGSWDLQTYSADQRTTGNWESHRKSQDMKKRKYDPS
esBAF inh: SWI/SNF esBAF complex inhibition. AID 602393. 350,000 compounds, 2% hits. reporter increase, % at 12.5 µM. mouse ES cells, Bmi1-luciferase knock-in reporter, 24 h; 100% = twice the neutral-well signal; in the data active = activation above about 40%; inconclusive = no clear call, values can overlap the other calls;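 note: 0% = median of the plate's neutral control wells and 100% = double that signal; a rise in the Bmi1 reporter signal indicates esBAF inhibition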
The depositor's hits bear a star; ? = inconclusive; . = no result given; & = joins results of further samples.

Compound	XiGFP reactiv	EWS-Fli block	RAD54 inh	S100A4 MyoIIA	FN deposition inh	E-sel inducer	RAD52 inh	esBAF inh
O=C(/C=C/c1cccc([N+](=O)[O-])c1)N1CCN(c2ccccc2F)CC1	-0.1	.	0	.	1	.	.	-7
CCN1CCN(c2cc(C)c3cc(NC(=O)c4ccc(OC)c(OC)c4)ccc3n2)CC1	0.1	47	58*	-4	13	0.2	8	14
O=C(c1ccc(Cl)cc1)N1CCc2c([nH]c3ccccc23)C1C(F)(F)F (stereo unspecified)	0.1	2	0	-2	-3	.	-16	.
COCC(C)NC(=O)C1CC(=O)N(CCc2ccc(F)cc2)C1 (stereo unspecified)	0.0	-3	3	-1	1	0.5	-12	-7
CC1CCN(c2nc3ccc(C(=O)NCCCN4CCCCC4)cc3s2)CC1	-0.1	-81	8	7	-4	0.2	26	62*
O=C(O)Cn1c(C(F)(F)F)nc2ccccc21	.	3	-5	6	.	.	8	1
N#Cc1ccc(CN2CCN(c3ccc(S(=O)(=O)N4CCCC4)cn3)CC2)cc1	0.1	15	-9	-3	3	-0.9	-8	7
CN(C)S(=O)(=O)c1cccc(NC(=O)COC(=O)c2cn(-c3ccccc3)nc2-c2ccccc2)c1	0.1	6	.	-4	-4	.	-23	.
C/C(=N/NS(=O)(=O)c1ccc(C)cc1)c1ccc(NC(=O)C(F)(F)F)cc1	0.1	8	.	-5	0	-0.6	4	.
Cc1noc(C)c1NC(=O)N(C)C[C@@H]1Oc2ccc(NC(=O)Nc3ccc4c(c3)OCO4)cc2CC(=O)N([C@@H](C)CO)C[C@@H]1C	-0.3	1	3	4	-23	-0.1	0	-1
CCCNC(=O)N(C)C[C@H]1Oc2ncc(C#Cc3ccncc3)cc2C(=O)N([C@@H](C)CO)C[C@@H]1C	0.7	-1	-10	-5	-15	5.1	-4	2
Cc1cccc(NC(=O)Nc2ccc3c(c2)CCC3)c1	0.1	.	-11	0	-6	0.9	-6	.
CN1CCCN(C(=O)CNC(=O)Cc2ccccc2)CC1	0.4	10	5	-4	3	1.0	1	-7
CCOc1ccccc1OCCCC(=O)Nc1nc2ccccc2[nH]1	0.4	-5	.	0	-2	-3.7	-4	.
Cc1ccc(CNC(=O)C2CCN(C(=O)Nc3ccc(C)cc3)CC2)cc1	0.0	-3	9	-1	-15	.	-12	-3
C=CCC1(CC=C)CCCN1C(=O)c1cc(COc2ccccc2SC)on1	0.1	25	-11	-7	-1	2.1	9	-5
COCCNC(=O)c1ccc(C)cc1C	0.0	-2	-11	0	3	.	-4	3
C[C@H](CO)N1C[C@H](C)[C@H](CN(C)C(=O)C2CCCCC2)Oc2ncc(-c3ccccc3F)cc2C1=O	-0.9	4	-2	9	.	-0.1	11	1
CCOc1ccc(N2C(=O)c3ccc(C(=O)OCC(=O)N(CC)C4CCS(=O)(=O)C4)cc3C2=O)cc1 (stereo unspecified)	0.4	-4	-4	2	-2	0.9	0	0
CC(C)c1ccc(N(C(=O)c2snc(C(N)=O)c2N)C(C(=O)NC2CCCC2)c2ccncc2)cc1 (stereo unspecified)	0.0	-2	-28	-3	-2	.	-1	2
COc1cc(NS(=O)(=O)c2cn(C)cn2)cc(OC)c1OC	0.0	.	-2	28	-7	0.4	-4	0
O=C(Nc1cccc(N2C(=O)C=CC2=O)c1)c1cccs1	0.0	28	-8	-6	-4	-0.1	-13	-41
Cc1cc(C)cc(NC(=O)NCc2ccccn2)c1	0.2	5	1	16	0	0.1	-20	-6
Cc1nc([N+](=O)[O-])cn1CC(=O)c1ccc(Cl)cc1	0.1	-12	3	7	2	?	-21	-3
CNC[C@@H]1OCCCC[C@@H](C)Oc2ccc(NC(=O)Nc3ccc(C(F)(F)F)cc3)cc2C(=O)N([C@H](C)CO)C[C@H]1C	0.1	-5	-3	6	-1	0.1	-40	2
Cc1noc(C)c1S(=O)(=O)N(C)C[C@H]1OCCCC[C@H](C)Oc2ccc(NC(=O)C3CCCCC3)cc2C(=O)N([C@@H](C)CO)C[C@@H]1C	1.6	7	0	-14	.	0.7	-14	2
C[C@H](CO)N1C[C@H](C)[C@@H](CN(C)CC2CCCC2)Oc2cc(C#CC(C)(C)O)ccc2S1(=O)=O	-1.4	15	8	2	-2	-2.7	8	0
COc1ccc(/C(C)=N/NC(=O)CNC(=O)Cc2ccccc2)c(OC)c1	0.0	-5	-9	-6	-2	1.1	-4	.
COc1ccc(Cl)cc1-c1cc(C(=O)NCc2ccc(C(F)(F)F)cc2)[nH]n1	0.0	-2	1	-18	1	0.4	1	0
CO[C@H]1CN(C)C(=O)c2ccc(NC(=O)C3CCOCC3)cc2OC[C@@H](C)N(C)C[C@H]1C	-0.3	-2	-1	.	-39	-0.6	.	1
O=c1[nH]c(/C(Cl)=C/c2cccc(F)c2)nc2cc(C(F)(F)F)ccc12	0.0	-10	.	-5	10	-3.3	-3	.
CC(C)(C)C1(C)OC(C(=O)NC2CCCCC2)C(C(=O)NC2CCCCC2)O1 (stereo unspecified)	.	17	-10	-5	.	.	-8	2
O=C(c1ccco1)N1CCN(c2ncnc3c2nnn3Cc2ccccc2Cl)CC1	.	.	4	1	.	.	7	-1
CC(C)c1ccc(NC(=O)C2CCCN(S(=O)(=O)c3cnc[nH]3)C2)cc1 (stereo unspecified)	-0.2	-3	2	0	-17	.	-17	2
Cc1nc(-c2ccccc2)nc(Cl)c1Cl	0.2	12	.	-9	2	.	-11	-4
CN1C(=O)C(C)(C)c2cc(S(=O)(=O)N3CCCCCC3)ccc21	0.1	6	-4	43	-6	.	-8	6
O=C(Cn1cnc2cc([N+](=O)[O-])ccc2c1=O)N1CCN(S(=O)(=O)c2ccccc2)CC1	0.1	3	-7	-12	3	1.0	-14	7
COCCN(C(=O)Nc1ccc(OC)cc1)c1nc2ccccc2s1	-0.1	-19	1	2	3	.	-8	27
CCN(CC)C(=O)COc1ccc(/C=N/NC(=O)c2cc(-c3ccccc3OC)nc3ccccc23)cc1OC	0.0	6	.	-3	3	.	4	.
COc1ccc(/C(C)=N/NC(=O)CNC(=O)c2ccco2)c(OC)c1	-0.1	.	-1	-7	-1	.	-17	-5
Cc1ccc(Oc2ccc(C(F)(F)F)cc2[N+](=O)[O-])c([N+](=O)[O-])n1	0.4	-5	-3	-2	0	16	-6	.
Cc1noc(C)c1NC(=O)N(C)C[C@@H]1Oc2c(NC(=O)Nc3cccc4ccccc34)cccc2C(=O)N([C@@H](C)CO)C[C@@H]1C	-0.7	9	-12	-1	.	-3.7	-4	6
CCCN(CCC)C(=O)c1cc2c(=O)n3cccc(C)c3nc2s1	0.2	8	6	-1	-1	-0.3	-1	-6
COCCOC(=O)c1c(NC(=O)CN2c3ccccc3CC2C)sc(C(N)=O)c1C (stereo unspecified)	0.0	4	.	-5	7	.	0	.
C[C@H]1CN([C@@H](C)CO)C(=O)Cc2cc(NC(=O)CCC(F)(F)F)ccc2O[C@H]1CN(C)S(C)(=O)=O	0.0&0.6	21&1	8&-1	53&-5	4	15&-0.1	2&-3	-7&-5
CCOC(=O)C1=C(COC(=O)/C=C/c2ccccc2)NC(=O)NC1C (stereo unspecified)	0.1	0	-6	10	.	0.2	-23	6
NNC(=O)C(Cc1ccccc1)NC(=O)OCc1ccccc1 (stereo unspecified)	0.1	-14	.	1	-14	1.3	-42	.
COc1ccc(NC(=O)N(C)C[C@H]2OCc3ccccc3-c3c(n(C)c4ccccc34)C(=O)N([C@@H](C)CO)C[C@@H]2C)c(OC)c1	0.7	5	7	-4	-5	3.2	-11	2
COc1ccc(CN2[C@@H]3CN(C(=O)CC(F)(F)F)c4ccccc4[C@@H]3[C@@H]2CO)cc1	-0.1	-1	4	1	.	-0.8	-7	-2
CC(=O)NC1=NN(C(C)=O)C(C)(c2ccc(C)cc2)S1 (stereo unspecified)	0.2	8	-2	-4	1	-0.8	-25	.
O=C(C[C@@H]1C[C@@H]2c3cc(NC(=O)C4CCOCC4)ccc3O[C@@H]2[C@H](CO)O1)NCc1cc(F)ccc1F	-0.1	10	8	20	.	0.0	-5	0
C/C=C/c1ccc([C@@H]2[C@@H](CNC(=O)C3CC3)N(C(=O)CC)[C@H]2CO)cc1	0.2	-4	9	-8	-10	0.0	-85	0
C[C@@H]1CN([C@@H](C)CO)C(=O)c2cccc(NC(=O)c3ccc(-c4nccs4)cc3)c2O[C@@H]1CN(C)C(=O)Nc1ccc(C(F)(F)F)cc1	0.0	-3	5	-9	8	-0.1	35	5
COc1cccc(NC(=O)Nc2ccc3c(c2)C(=O)N(C)C[C@@H](OC)[C@@H](C)CN(C)[C@@H](C)CO3)c1	.	-6	5	-13	.	.	88*	12
COc1cccc(S(=O)(=O)Nc2ccc3c(c2)[C@@H]2C[C@H](CC(=O)N4CCCCC4)O[C@H](CO)[C@@H]2O3)c1	0.0	5	20	-7	.	0.0	8	8
O=C(C(=O)N1CCN(C(=O)c2cc(C(F)(F)F)cc(C(F)(F)F)c2)CC1)c1cccc(C(F)(F)F)c1	0.1	3	.	-8	0	0.1	-9	.

Going on with the list:
Compound	XiGFP reactiv	EWS-Fli block	RAD54 inh	S100A4 MyoIIA	FN deposition inh	E-sel inducer	RAD52 inh	esBAF inh
CCOC(=O)c1[nH]c2ccc(OC)cc2c1NC(=O)c1ccccc1C(=O)O	0.0	-21	.	2	-1	0.0	-16	.
Cn1c2ccccc2c(=O)c2c(=O)n(-c3ccccc3)c(-c3ccc(C(C)(C)C)cc3)nc21	-0.1	10	.	-2	-5	.	-11	.
COC(=O)[C@]12C[C@H](CC(=O)N3CCCC3)C(=O)N(Cc3ccc4c(c3)OCO4)C1=C[C@H](COCc1ccccc1)O[C@@H]2C	0.3	-3	.	6	5	-0.3	-15	.
Cc1nn(C)c(C)c1/C=N/NC(=O)C(C)(C)Oc1ccc(Cl)cc1	.	4	-7	-2	.	.	-13	-1
CCNC(=O)Nc1ccc2c(c1)C(=O)N(C)[C@@H]1CC[C@H](CC(=O)NCCOC)O[C@H]1CO2	0.0	-8	2	9	-2	0.0	2	-4
O=C(Nc1cccc(F)c1)N1CCCCN2[C@H](C1)[C@H](c1ccc(C#Cc3ccccc3)cc1)[C@@H]2CO	0.1	7	8	.	.	-0.3	.	.
c1ccc(-c2cc3nc(NCc4ccc5c(c4)OCO5)ccn3n2)cc1	0.0	-82	-5	11	.	.	-23	52*
COCCNC(=O)CCCN1C(=O)c2ccccc2Sc2ncccc21	0.0	-13	-8	-13	4	0.0	-21	3
COc1ccc(Nc2cc(C)nc3ccccc23)cc1	.	1	35	-8	.	.	18	-4
